Source: PubChem (National Center for Advancing Translational Sciences (NCATS))
aSyn yeast inh: qHTS of alpha-syn Inhibitors | Yeast expressing alpha-synuclein, growth rescue, BacTiter-Glo, 24 h | Potency, µM (doses to about 46.1 µM), without a hit: top-dose growth rescue (activation), hits mostly activators | 370,000 tested, 0.14% active | AID 652106, 2013; further: potency means the concentration at half of the fitted maximal effect; % of control where 0% means no effect; nearly all actives have a fitted effect of over 65% in size
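Galactose-induced alpha-syn yeast (OD600=0.02, raffinose-pregrown) + pinned cpd, 24 hr, 30 deg C; growth by BacTiter-Glo luminescence. Growth restoration scores as activation.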
PLK1 PBD block: qHTS for Inhibitors of PLK1-PDB (polo-like kinase 1 - polo-box domain): Primary Screen. 360,000 tested, 2.8% active. Plk1 PBD binding of FITC phosphopeptide, fluorescence polarization. Serine/threonine-protein kinase PLK1 (Homo sapiens), P53350. Potency, µM, inactives show max response, negative = inhibition, usual class: inhibitors. AID 720504, 2013; further: potency means the concentration at half of the fitted maximal effect; series mostly up to about 57 µM; on the % scale 0 is the no-effect control and ±100 the full control effect; nearly all actives have a fitted effect of over 65% in size
Target sequence (P53350 whole entry, looked up, the tested form may be a part): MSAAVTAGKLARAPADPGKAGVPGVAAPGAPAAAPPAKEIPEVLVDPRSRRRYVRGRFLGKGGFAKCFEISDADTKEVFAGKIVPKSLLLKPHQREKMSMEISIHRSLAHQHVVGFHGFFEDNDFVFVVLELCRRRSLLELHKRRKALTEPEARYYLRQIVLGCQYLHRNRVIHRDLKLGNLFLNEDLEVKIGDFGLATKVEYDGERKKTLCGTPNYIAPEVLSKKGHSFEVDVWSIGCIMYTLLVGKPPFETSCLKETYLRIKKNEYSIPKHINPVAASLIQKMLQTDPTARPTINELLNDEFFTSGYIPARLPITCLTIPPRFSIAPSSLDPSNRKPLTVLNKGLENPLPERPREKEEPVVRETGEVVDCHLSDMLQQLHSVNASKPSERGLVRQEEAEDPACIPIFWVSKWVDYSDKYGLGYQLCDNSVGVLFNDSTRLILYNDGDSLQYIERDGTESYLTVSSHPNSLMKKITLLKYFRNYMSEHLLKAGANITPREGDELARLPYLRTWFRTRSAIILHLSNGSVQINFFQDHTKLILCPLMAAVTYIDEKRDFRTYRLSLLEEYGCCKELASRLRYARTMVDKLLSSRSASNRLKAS
EPAC1 antagonist: qHTS for Antagonist of cAMP-regulated guanine nucleotide exchange factor 3 (EPAC1): primary screen. Rap guanine nucleotide exchange factor 3 (Homo sapiens), O95398. EPAC1 GEF assay, Rap1b-BODIPY-GDP exchange fluorescence. Potency, µM (doses to about 115 µM), inactives show top-dose activity change, negative = inhibition, hits mostly inhibitors. 360,000 tested, 0.14% active. AID 720709, 2013;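 further: potency means the concentration at half of the fitted maximal effect; plate controls were vehicle for no effect and positive control for full effect; nearly all actives have a fitted effect of over 50% in size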
FUS suppressor: qHTS for Suppressors of FUS Proteinopathy: Primary screen using FUS-linked yeast assay | Potency, µM (doses to about 76.6 µM), for the others: top-dose growth rescue (activation), hits mostly activators | AID 1347120, 2019 | S. cerevisiae FUS-expressing, growth rescue, OD600, 24 h | 390,000 tested, 0.24% active;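 further: potency means the concentration at half of the fitted maximal effect; plate controls were DMSO vehicle for no effect and reference control for full effect; nearly all actives have a fitted effect of over 55% in size; some results filed as inactive show a strong effect at the top dose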
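Yeast expressing FUS under galactose induction, OD 0.005 in 2% galactose medium; compounds in a dilution series, 24 h at 30C. Growth rescue by absorbance at 600 nm; CP55940 positive control, DMSO negative.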
EPAC1 ag: qHTS for Agonist of cAMP-regulated guanine nucleotide exchange factor 3 (EPAC1): primary screen. Rap guanine nucleotide exchange factor 3 (Homo sapiens), O95398. EPAC1 agonist qHTS, biochemical assay; response scale: 100% = response to 6.5 mM cAMP. Potency, µM (doses to about 154 µM), without a hit: at the top dose activation, most hits filed as activators. 360,000 tested, 0.073% active. AID 720707, 2013; further: potency means the concentration at half of the fitted maximal effect; nearly all actives have a fitted effect of over 60% in size
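Nucleotide exchange assay: 100 nM EPAC1 with 250 nM Rap1B loaded with BODIPY-GDP and 50 uM GDP, room temperature. Fluorescence (480/540 nm) read every 5 min for 30 min; signal change normalized to 6.5 mM cAMP as full agonist.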
WRN helicase inh: qHTS for Inhibitors of WRN Helicase; Bifunctional 3'-5' exonuclease/ATP-dependent helicase WRN (Homo sapiens), Q14191; Potency, µM (top dose mostly 114 µM), for the others: at the highest dose activity change, negative = inhibition, actives largely listed as inhibitors; WRN helicase unwinding, fluorescent forked duplex, kinetic; 360,000 tested, 0.46% active; AID 651768, 2012; further: potency means the concentration at half of the fitted maximal effect; on the % scale 0 is the no-effect control and ±100 the full control effect; nearly all actives have a fitted effect of over 55% in size
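Fluorescence dequenching readout, ex 525 nm/em 598 nm, kinetic mode: forked duplex DNA (100 nM final) with adjacent fluorophore and quencher unwound by WRN (20 nM final) with 2 mM ATP. Compound preincubation 15 min, room temperature.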
IL2 activator: qHTS of IL-2 Activators; IL-2 activation reporter assay, cell-based qHTS; stimulated with anti-CD3/CD4/CD28 beads; in transgenic mouse T cells; activation, % (series mostly up to about 46 µM); 360,000 tested, 0.065% active; in the data active means activation above about 50%; inconclusive means mostly about 30% to 49%; further: 0% is about no effect
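Readout is EGFP and DsRed signal by fluorescent plate cytometry after 18 h at 37 degrees C. Transgenic mouse T cells (750/well) received compound for 60 min before bead stimulation (anti-CD3, anti-CD4, anti-CD28); memory T cells served as non-tolerant control.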
PI5P4Ka inh: qHTS for Inhibitors of phosphatidylinositol 5-phosphate 4-kinase (PI5P4K); AID 652105, 2013; Phosphatidylinositol 5-phosphate 4-kinase type-2 alpha (Homo sapiens), P48426; PI5P4Kalpha enzyme, ADP-Glo luminescence, 60 min; hits give low values; 330,000 tested, 1.2% active; max response, %; active means max response of -50% or lower; inconclusive means between -30% and -50%; inactive means -30% or higher; further: value at the top dose of about 77 µM; on the % scale 0 is the no-effect control and ±100 the full control effect
Target sequence (P48426 whole entry, looked up): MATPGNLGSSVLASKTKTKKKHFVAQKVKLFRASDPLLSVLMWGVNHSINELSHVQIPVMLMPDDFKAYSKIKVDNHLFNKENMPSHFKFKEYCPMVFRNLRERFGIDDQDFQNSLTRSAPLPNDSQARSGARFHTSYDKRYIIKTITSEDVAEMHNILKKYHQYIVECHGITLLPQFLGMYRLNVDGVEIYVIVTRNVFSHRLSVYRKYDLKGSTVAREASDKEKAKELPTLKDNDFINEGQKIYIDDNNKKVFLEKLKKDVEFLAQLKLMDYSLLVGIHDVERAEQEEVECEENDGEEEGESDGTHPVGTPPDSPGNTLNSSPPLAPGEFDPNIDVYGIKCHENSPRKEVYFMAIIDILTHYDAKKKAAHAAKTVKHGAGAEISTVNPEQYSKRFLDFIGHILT
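Human PI5P4Kalpha with substrate in 0.038 M HEPES pH 7.4, 0.28 mM EGTA, 0.1% CHAPS, 5% DMSO; reaction started with 5 microM ATP (final), 60 min at room temperature. ADP formed read by ADP-Glo luminescence.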
Abeta rescue: qHTS for compounds that reverse cellular toxicity of Amyloid beta (A-beta) peptide in yeast: Primary Screen; Potency, µM (highest dose often 46.1 µM), for inactives: at the top dose growth rescue, usual class: activators; yeast expressing A-beta42, growth rescue, OD600, 48 h; response scale: 0% DMSO, 100% iron-clioquinol control; 410,000 tested, 0.063% active; further: potency means the concentration at half of the fitted maximal effect; nearly all actives have a fitted effect of over 55% in size
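Yeast growth medium received pinned compounds, then yeast cells expressing toxic A-beta were added; plates incubated at 30 C for 48 hr. Growth read as absorbance at 600 nm, normalized to DMSO and equimolar FeCl3 plus clioquinol controls.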
The depositor's hits bear a star; ? = inconclusive; . = no result given; [ ] = dose if it differs, or a comment. Unless noted, the call rests on the fitted dose curve; in most records, active means well fitted curve in the direction sought with a large enough effect; inconclusive means small, poorly fitted or top-dose-only effect, or another doubt; inactive means no such curve, though single readings can be large; an effect the other way counts as inactive or inconclusive.

SMILES	aSyn yeast inh	PLK1 PBD block	EPAC1 antagonist	FUS suppressor	EPAC1 ag	WRN helicase inh	IL2 activator	PI5P4Ka inh	Abeta rescue
Cc1cc(C)cc(NC(=O)CN2C(=O)NC(Cc3c[nH]c4ccccc34)C2=O)c1 (stereo not drawn)	20%	-5%	-19%	.	-7%	-9%	0.2	-1	-6%
Cc1cc(-n2c(C)cc(C(=O)COc3ccc([N+](=O)[O-])cc3)c2C)no1	3%	4%	-4%	-17%	-3%	5%	-3.7	-2	4%
O=C(Cn1[nH]c(=O)c2ccccc2c1=O)OCC(=O)c1ccc(Br)cc1	2%	0%	-4%	-6%	5%	1%	-1.1	9	12%
OC[C@H]1O[C@@H](n2cnc3c(NC4CCCC4)nc(Cl)nc32)[C@H](O)[C@@H]1O	3%	4%	-4%	-25%	-8%	1%	0.0	-2	-3%
Cc1csc(SCC(=O)Nc2ccc(Cl)cn2)n1	0%	-26%	-4%	13%	3%	-27%	0.7	-8	-14%
CC1(C)Cc2cccc(OCC(=O)N3CCN(c4ccccc4)CC3)c2O1	-1%	3%	4%	15%	5%	-4%	0.5	0	-19%
COc1ccccc1CNS(=O)(=O)c1cccs1	-1%	-3%	-4%	-17%	11%	-5%	0.4	-1	-5%
O=C(NCCCNC(=O)c1ccc(-c2cc(Cl)ccc2Cl)o1)c1cnccn1	-5%	-13%	-5%	25%	3%	-6%	-4.1	3	-9%
Cc1cccc(CC(C)NC(=O)c2cc(COc3ccc(F)cc3F)on2)n1 (stereo not drawn)	-4%	-11%	5%	7%	-4%	5%	-1.9	3	0%
COc1ccccc1CN1C[C@@H]2C[C@@H](c3ccc(C)c(C)c3)N3CCC[C@@]23C1=O	8%	1%	-1%	7%	-4%	1%	-4.0	19	3%
COc1cc(N)c2ncccc2c1OC	-6%	-11%	-17%	6%	3%	8%	0.3	-2	26%
O=c1[nH]c(SCCOc2ccccc2F)nc2ccccc12	1%	-10%	-15%	6%	4%	-10%	0.6	9	-5%
CCOC(=O)N1CCN(C(=O)c2ccc(CS(=O)(=O)c3c(Cl)cccc3Cl)o2)CC1	0%	-4%	-16%	1%	-14%	10%	0.5	3	-14%
Cc1ccc(Nc2nnc(SCC(=O)NC3CCS(=O)(=O)C3)s2)c(C)c1 (stereo not drawn)	0%	-5%	15%	5%	-1%	4%	-0.4	4	10%
COc1ccccc1NC(=O)CN1C(=O)C(C)Oc2ccccc21 (stereo not drawn)	4%	-2%	15%	16%	0%	2%	2.3	.	1%
Clc1ccc2oc(-c3ccccc3)nc2c1	0%	-8%	11%	-13%	9%	-2%	-2.7	11	3%
O=C(O)CCC(=O)Nc1ccc(Oc2ncnc3cc(Cl)ccc23)nc1	-6%	-19%	5%	3%	13%	12%	1.1	-4	6%
O=C1C(=NO)CCCc2ccccc21	0%	-6%	7%	.	4%	3%	0.5	3	8%
CC1CCc2nc(NC(=O)CN3CCN(c4ccc(F)cc4)CC3)sc2C1 (stereo not drawn)	-5%	2%	-2%	?	12%	-5%	-1.5	8	13%
CC(=O)NC1C(=O)N(CCN2CCOCC2)c2ccc(Br)cc21 (stereo not drawn)	-1%	-12%	?	-17%	0%	13%	-3.9	-5	-8%
COc1cc(-c2nc(-c3ccc4c(c3)-c3ccccc3S4(=O)=O)c(-c3ccccc3)[nH]2)cc(OC)c1OC	0%	-4%	14%	40%	2%	-16%	-0.5	10	19%
O=C(COC(=O)c1cncc(Br)c1)NCC12CC3CC(CC(C3)C1)C2	-3%	-17%	-17%	21%	4%	-13%	0.1	6	?
Cc1cc(C)nc(NS(=O)(=O)c2ccc(N3C(=O)C4C5C=CC(C5)C4C3=O)cc2)n1 (stereo not drawn)	-9%	-3%	9%	.	3%	5%	2.7	-1	10%
Cc1ccc(-c2noc(N=O)c2NO)cc1	2%	-5%	-7%	-22%	10%	-3%	-2.7	1	-12%
CCC(=O)NNC(=O)CSc1nnc(-c2ccccc2)c(-c2ccccc2)n1	0%	-3%	-11%	11%	1%	-1%	0.2	1	-11%
COc1cc(C(=O)NNC(=O)COc2ccc(Cl)cc2)ccc1OCC(=O)N1CCOCC1	0%	-4%	-1%	.	3%	-26%	-5.1	5	0%
COC(=O)C[C@H]1CC[C@H](NC(=O)Nc2ccccc2OC)[C@@H](CO)O1	-2%	-14%	6%	-8%	6%	-3%	0.5	0	2%
CN(Cc1ccccc1)C(=O)[C@@H]1CCCN1	-2%	-15%	9%	-15%	5%	2%	1.4	-1	-14%
Clc1ccc(SCNc2ccccc2Cl)cc1	-17%	9.5µM*	1%	-24%	0%	16%	-4.0	8	-6%
COc1ccc(-n2c(C)n[nH]c2=O)cc1OC	-18%	-5%	10%	-8%	1%	6%	-2.2	-1	4%
CCN1CCN(S(=O)(=O)c2ccc(Cl)c(C(=O)Nc3cc(Cl)ccc3N3CCOCC3)c2)CC1	4%	-4%	-13%	20%	8%	-3%	-2.7	-1	11%
O=C(COc1ccc(Br)cc1)NCCCn1ccnc1	3%	1%	11%	-4%	-10%	8%	-1.0	-5	7%
CCCCn1c(N)c(N(CCC(C)C)C(=O)c2ccccc2-n2cnnn2)c(=O)[nH]c1=O	-5%	-8%	5%	16%	-4%	11%	0.9	8	-11%
CCN(CC)CCNC(=O)Cc1c(C(=O)O)n(C)c2ccccc12	-1%	-4%	4%	20%	1%	4%	-1.1	0	-13%
Cc1c(Br)cc(C(=O)NCCCN2CCOCC2)c(C)c1C	-2%	-8%	6%	9%	-2%	3%	0.0	2	1%
Cn1cc(C(=O)N/N=C/c2ccc3c(c2)OCO3)c2ccccc21	6%	5%	1%	8%	-19%	-2%	-2.7	1	13%
Cc1c(N=Nc2ccc(N(C)C)cc2)c(=O)n(-c2ccccc2)n1C	1%	25%	-7%	0%	-4%	1%	1.0	-3	7%
O=[N+]([O-])c1ccccc1OCCCN1CCOCC1	7%	-9%	2%	2%	5%	7%	-0.5	.	7%
Cc1cc(C)cc(C(O)c2ncc(-c3ccc(C(F)(F)F)cc3)[nH]2)c1 (stereo not drawn)	10%	-7%	-20%	4%	-17%	-7%	-0.5	-2	?
COc1cc(OC)c2ccc(=O)oc2c1C(CC(=O)N1CCCC1)c1ccc(N(C)C)cc1 (stereo not drawn)	0%	3%	-17%	9%	-1%	9%	-0.5	-6	-14%

Arranged by molar mass (largest number first): 3 of the compounds above.
SMILES	aSyn yeast inh	PLK1 PBD block	EPAC1 antagonist	FUS suppressor	EPAC1 ag	WRN helicase inh	IL2 activator	PI5P4Ka inh	Abeta rescue
COC(=O)C[C@H]1CC[C@H](NC(=O)Nc2ccccc2OC)[C@@H](CO)O1	-2%	-14%	6%	-8%	6%	-3%	0.5	0	2%
Cc1c(N=Nc2ccc(N(C)C)cc2)c(=O)n(-c2ccccc2)n1C	1%	25%	-7%	0%	-4%	1%	1.0	-3	7%
CN(Cc1ccccc1)C(=O)[C@@H]1CCCN1	-2%	-15%	9%	-15%	5%	2%	1.4	-1	-14%

Next section
SMILES	aSyn yeast inh	PLK1 PBD block	EPAC1 antagonist	FUS suppressor	EPAC1 ag	WRN helicase inh	IL2 activator	PI5P4Ka inh	Abeta rescue
CCOC(=O)N(C)c1c(CC)nc2c(OCc3ccc(F)cc3)cccn12	-1%	-2%	-5%	-10%	-1%	0%[57.1 µM]	-0.5	2	-11%
Cc1cc(C)n(CCCNC(=O)c2ccc(S(=O)(=O)NCc3ccco3)cc2)n1	3%	-2%	8%	5%	-5%	7%	-1.6	6	19%
Cc1c(Cl)cccc1NC(=O)CSC(N)=O	0%	-24%	3%	-18%	10%	3%	-3.5	-5	10%
COc1ccc(-n2c(SCC(=O)N3CCC(C(=O)O)CC3)nc3ccccc3c2=O)cc1OC	-2%	-17%	-21%	21%	1%	-6%	0.1	-3	-7%
C/C(Cl)=C/CSc1nc2c(c(=O)[nH]c(=O)n2C)n1C(C)C	-17%	-5%	-1%	-10%	-2%	5%	-0.1	-4	-7%
c1ccc2c(c1)nc1n2CCC1	1%	-7%	-33%	.	-10%	-5%	0.3	1	2%
CCCCCC1CC(CC(=O)NC(=S)Nc2ccc([N+](=O)[O-])cc2)C(=O)O1 (stereo not drawn)	0%	3%	-9%	33%	8%	0%	-0.2	3	21%
N#Cc1c(N2CCN(C(=O)c3ccccc3Cl)CC2)nc(-c2ccccc2)c2c1CCCC2	-19%	-3%	-5%	.	-2%	-24%	-7.0	-6	11%
O=C1N=C(N2CCOCC2)CS1	-3%	-7%	5%	-24%	8%	0%	-0.2	.	12%
Cc1c(NC(=O)/C=C/c2cn(-c3ccccc3)nc2-c2ccccc2)c(=O)n(-c2ccccc2)n1C	23%	-12%	-4%	?	3%	-10%	-0.9	0	-8%
COC(=O)c1ccc(NCc2cc(O)ccc2O)cc1	9%	?	-22%	.	-1%	79µM*	2.3	-24	-6%
CCCCCCCCNS(=O)(=O)CCNCc1ccc(OC)cc1	-14%	1%	-23%	1%	-26%	-7%	-0.1	26	2%
O=C(NCC(c1ccco1)N1CCN(c2ccccc2F)CC1)C1CCCCC1 (stereo not drawn)	0%	-1%	5%	-13%	6%	-4%	0.6	8	1%
CCN(CC)C(=O)Oc1ccc2c(=O)c(-c3ccc(OC)cc3)coc2c1	-40%[inhibitor]	2%	-3%	5%	1%	-13%	0.4	.	8%
